Assay outcomes from PubChem.
Bcl-xL primary = Bcl-xL (human) inhibition; GST-Bcl-xL / FITC-Bim BH3 peptide fluorescence polarization; inhibition, % at 10.9 µM; hit rate 0.7% among 320,000; AID 2129;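 active means inhibition above the mean of all tested compounds plus 3 SD, cutoff set per campaign, cut at about 30% in these data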;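 further: 0% = DMSO wells and 100% = unlabeled Bim-BH3 peptide competitor; inhibitors lower millipolarization by displacing the labeled peptide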
CIT2 TOR yeast = yeast TOR pathway CIT2-GFP modulation; S. cerevisiae CIT2-GFP strain, flow cytometry, 3 h; 100 means same as DMSO wells; GFP response vs DMSO, % at 10 µM; hit rate 0.065% among 320,000; AID 2029;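 active means GFP response relative to DMSO above a set limit, near the screen mean plus 3 SD, cut at about 150% in these data; inconclusive means Fewer than 70 cells measured for a yeast strain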;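 further: ratio of well median GFP fluorescence to mean of DMSO wells on the plate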
MCL1-BIM inh = inhibitors of human MCL1 binding to BIM-BH3 peptide; hit rate 0.68% among 320,000; inhibition, % at 10.9 µM; AID 2057; GST-MCL1 / FITC-Bim-BH3 fluorescence polarization;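 active means inhibition above the mean inhibition of all tested compounds plus 3 SD, set per campaign, cut at about 40% in these data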;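 further: 0% = DMSO wells and 100% = unlabeled Bim-BH3 peptide control; higher means more loss of mP so more displacement of Bim peptide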
Target sequence (Q07820 whole entry, looked up): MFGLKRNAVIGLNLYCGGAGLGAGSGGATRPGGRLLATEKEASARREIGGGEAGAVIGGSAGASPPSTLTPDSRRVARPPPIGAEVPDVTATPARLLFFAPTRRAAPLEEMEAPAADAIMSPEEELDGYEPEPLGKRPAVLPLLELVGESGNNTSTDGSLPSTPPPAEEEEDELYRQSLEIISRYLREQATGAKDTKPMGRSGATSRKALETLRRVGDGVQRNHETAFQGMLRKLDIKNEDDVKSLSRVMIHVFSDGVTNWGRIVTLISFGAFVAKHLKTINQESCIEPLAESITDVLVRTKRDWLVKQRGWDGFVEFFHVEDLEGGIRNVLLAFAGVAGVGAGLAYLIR
GLD-1 TGE inh = GLD-1-TGE RNA interaction inhibition (C. elegans). Q17339. purified GLD-1 + fluorescein TGE RNA, fluorescence polarization. inhibition, % at 5.96 µM. hit rate 0.44% among 320,000. AID 2280;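 active means percent inhibition above a per-plate cutoff, the plate mean of test compounds plus 3 SD, cut at about 30% in these data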;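 further: 0% = DMSO wells with GLD-1 and probe and 100% = wells lacking GLD-1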
Target sequence (Q17339 whole entry, looked up): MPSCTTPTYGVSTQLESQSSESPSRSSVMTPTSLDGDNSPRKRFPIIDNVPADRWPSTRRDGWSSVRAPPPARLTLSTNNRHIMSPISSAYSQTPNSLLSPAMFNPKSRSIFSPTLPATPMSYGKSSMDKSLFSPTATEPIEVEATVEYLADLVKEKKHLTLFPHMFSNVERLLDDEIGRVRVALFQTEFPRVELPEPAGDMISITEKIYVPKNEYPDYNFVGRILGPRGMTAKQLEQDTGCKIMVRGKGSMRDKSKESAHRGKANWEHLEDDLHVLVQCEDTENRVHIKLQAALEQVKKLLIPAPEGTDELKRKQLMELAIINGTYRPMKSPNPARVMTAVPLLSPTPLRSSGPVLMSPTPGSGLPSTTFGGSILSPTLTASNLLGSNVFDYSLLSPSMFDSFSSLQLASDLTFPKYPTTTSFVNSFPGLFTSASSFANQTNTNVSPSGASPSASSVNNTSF
GRK2 aptamer HTS = human GRK2 inhibition via aptamer displacement; hit rate 0.59% among 330,000; AID 488847; inhibition of aptamer binding, % at 10 µM; bead flow cytometry, FAM-aptamer displacement from GRK2;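 active means inhibition of aptamer binding above 40%, roughly 3 SD of noise, on plates passing a quality check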;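 further: median bead fluorescence of bound FAM aptamer so fluorescent compounds give negative values; no value below 0 was filed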
MEX-5 binding = C. elegans MEX-5 TCR-2 RNA binding activity; hit rate 0.38% among 300,000; MEX-5/FITC-TCR2 RNA binding, fluorescence polarization; stronger effect = lower value; AID 1832; activity score (negative = inhibition of binding), % at 10 µM; Q9XUB2;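 active means inhibition past about -25% in most replicates, and total fluorescence under double the plate's negative control median, limit read from the data; inconclusive means replicates evenly split on the limit, or fluorescence at least double controls; inactive means too little inhibition in most replicates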;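 further: 0% = DMSO and -100% = 5 µM competing unlabeled TCR2 RNA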
AGP1-GFP MLPCN = alters AGP1-GFP fluorescence in TOR pathway yeast screen; S. cerevisiae AGP1-GFP multiplex flow cytometry, 3 h; GFP as percent of DMSO wells; AID 2066; hit rate 0.02% among 320,000; GFP response vs DMSO, % at 10 µM;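 active means GFP response relative to DMSO above a set limit, near screen average plus 3 SD, cut at about 150% in these data; inconclusive means fewer than 70 cells counted for the yeast strain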;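 further: median GFP channel fluorescence of the gated AGP1 strain per well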
CR mimetic SO = caloric restriction mimetics inhibiting age-related superoxide in yeast. hit rate 0.18% among 330,000. superoxide response (% of plate mean), % at 10 µM. S. cerevisiae aged cells, superoxide DHE fluorescence; stronger effect = lower value;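 active means superoxide response under a set limit, about three screen SD below normal, cut at about 65% in these data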;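 further: yeast aged for seven days with compound at 30 °C before DHE staining; 100% = average MFI of all compound-treated wells on the plate with controls excluded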
VLA-4 inh = inhibition in a human VLA-4 binding assay; VLA-4 expressing cells, ligand binding flow cytometry; P13612; AID 2557; inhibition, % (about 7 µM as worked out from the volumes in the protocol); hit rate 0.2% among 330,000; in the data active means inhibition above about 50%
* hit, by the source's call; ? = inconclusive; . = not tested or not shown; [ ] = dose if it differs, or a comment.

SMILES	Bcl-xL primary	CIT2 TOR yeast	MCL1-BIM inh	GLD-1 TGE inh	GRK2 aptamer HTS	MEX-5 binding	AGP1-GFP MLPCN	CR mimetic SO	VLA-4 inh
Cc1nc(-c2ccc(F)cc2)c(CC(=O)N2CCN(S(=O)(=O)c3ccc(F)cc3)CC2)s1	1	94	0	8	0	-2.0	98	102	2
CC(=O)c1ccc(S(=O)(=O)N2CCCCC2C(=O)O)cc1 (stereo not given)	2	97	7	3	1	1.4	102	95	21
COc1cc(/C=N/NC(=O)/C(=C/c2ccccc2)CCO)ccc1O	-3	106	2	0	0	-1.0	92	106	-8
CCN1C(=O)[C@H]2[C@@H](c3ccc(C)cc3)N3C(=O)N(c4cccc(Cl)c4)C(=O)[C@@]3(CC)[C@H]2C1=O	0	94	6	5	1	1.3	92	102	8
C[C@H](NC(=O)c1[nH]cnc1C(=O)Nc1ccc(Cl)cc1)C(=O)OC(C)(C)C	8	89	4	6	2	0.5	86	108	30
Cc1ccc(S(=O)(=O)N(C)C)cc1NC(=O)COC(=O)C1COc2ccccc2O1 (stereo not given)	1	93	-3	1	0	-1.7	98	117	9
CC(C)(NO)/C(=N\O)c1ccc(Cl)cc1	-4	111	1	5	0	1.0	104	88	1
COc1ccc(/C=C/C(=O)Nc2cc(=O)n(C)c(=O)n2C)cc1	4	99	0	2	.	2.4	91	86	5
Cc1ccc(-c2nc3cnccn3c2Nc2ccc3c(c2)OCO3)cc1	0	103	-2	2	0	0.6	103	66	-5
CC(C)(C)c1ccc(-c2conc2N)cc1	4	97	0	1	1	-1.2	89	75	-6
Cc1[nH]c(=O)[nH]c(=O)c1S(=O)(=O)Nc1ccc(S(N)(=O)=O)cc1	-4	97	-8	-4	0	-1.0	95	100	13
CCc1ccc(S(=O)(=O)NC(=S)Nc2ccccc2)cc1	9	99	11	-3	0	1.0	94	101	2
C=CCn1c(SCC(N)=O)nnc1-c1ccccc1O	-6	95	-7	-2	0	0.9	100	100	-13
CC(C)(C)N1CC(C(=O)Nc2cccc(Cl)c2Cl)CC1=O (stereo not given)	7	100	1	0	4	4.1	97	124	1
Cc1ccnc(NC(=O)CCC(=O)N(CC(=O)NCc2ccc(F)cc2)Cc2ccccc2)c1	-1	100	-2	-3	1	-0.3	100	113	0
COC(=O)Nc1nc2ccc(Sc3ccccc3)cc2[nH]1	-1	80	4	5	3	-2.2	89	104	31
O=S1(=O)CCN=C2SC3=C(CCCC3)N21	7	101	1	8	0	0.0	100	106	9
CNC(=S)N/N=C/c1cn(CCOc2ccccc2OC)c2ccccc12	0	103	7	7	0	0.6	99	93	19
CC(=O)Nc1ccc(Br)c(Cl)c1	-3	100	-1	3	2	-1.9	102	96	2
O=C(c1ccc2nc[nH]c2c1)N1CCN(c2cccc(Cl)c2)CC1	.	102	.	.	2	0.4	98	97	17
COC(=O)C1=C(C)NC(C)=C(C(=O)OC(C)C)C1c1cccc2nonc12 (stereo not given)	8	95	-3	-3	3	3.7	96	87	-19
O=C(Cn1ncn2c(cc3ccccc32)c1=O)NCCC1=CCCCC1	1	98	9	0	0	-1.1	100	99	-13
CC(=O)c1cccc(S(=O)(=O)Nc2ccc3nc(C)sc3c2)c1	7	102	9	-5	0	-0.8	101	80	-1
CC1(C)C(=O)Nc2ccccc2N1C(=O)COc1ncnc2ccccc12	-1	78	-5	-7	0	1.2	91	84	3
Cc1ccccc1N(C(=O)CCCC(=O)Nc1ccccn1)C(C(=O)NC1CCCC1)c1ccc(O)cc1 (stereo not given)	3	104	-1	-3	1	-0.1	105	100	3
O=C(/C=C/c1ccc(O)c([N+](=O)[O-])c1)c1ccc2ccccc2c1	10	112	12	-1	1	-0.5	100	94	0
COC(C(=O)Nc1ccc(S(=O)(=O)Nc2cccc3ccccc23)cc1)c1ccccc1 (stereo not given)	8	91	-3	7	0	0.0	95	96	-16
CC(=O)N1CCc2cc(S(=O)(=O)NCC(=O)NCc3ccc(F)cc3)ccc21	7	97	4	-3	0	1.9	111	107	-6
O=C(COC(=O)c1ncc(Cl)c(Cl)c1Cl)NCc1ccccc1	3	88	3	1	0	.	94	138	14
COc1ccc(-c2cn3nc(C)c(C)nc3n2)cc1OC	3	106	-7	-10	1	.	102	99	22

Some of these compounds in order of heavy-atom count, lowest first:
SMILES	Bcl-xL primary	CIT2 TOR yeast	MCL1-BIM inh	GLD-1 TGE inh	GRK2 aptamer HTS	MEX-5 binding	AGP1-GFP MLPCN	CR mimetic SO	VLA-4 inh
COc1ccc(-c2cn3nc(C)c(C)nc3n2)cc1OC	3	106	-7	-10	1	.	102	99	22
CC(=O)c1cccc(S(=O)(=O)Nc2ccc3nc(C)sc3c2)c1	7	102	9	-5	0	-0.8	101	80	-1
CC1(C)C(=O)Nc2ccccc2N1C(=O)COc1ncnc2ccccc12	-1	78	-5	-7	0	1.2	91	84	3

Next part:
SMILES	Bcl-xL primary	CIT2 TOR yeast	MCL1-BIM inh	GLD-1 TGE inh	GRK2 aptamer HTS	MEX-5 binding	AGP1-GFP MLPCN	CR mimetic SO	VLA-4 inh
O=C(Nc1ccc(N2CCOCC2)c(Cl)c1)c1ccccc1F	4	113	6	-2	3	0.1	111	99	9
Cc1sc(NC(=O)c2ccco2)c(C(c2ccc(F)cc2)N2CCN(C)CC2)c1C (stereo not given)	0	94	-4	-8	1	2.1	95	108	11
COc1cccc(NC(=O)C(Sc2nnc3ccccn23)c2ccccc2)c1 (stereo not given)	0	106	5	1	4	1.2	100	95	-36
COC(=O)[C@H]1[C@H](CCc2ccccc2)NC(=O)N(Cc2ccccc2)[C@@H]1C	3	112	-2	1	1	-1.7	90	101	-10
COCc1nnc(NC(=O)c2ccc(NC(C)=O)cc2)s1	0	106	0	9	5	-3.3	105	101	3
N=c1c(C(=O)NC2CCCC2)cc2c(=O)n3ccccc3nc2n1CC1CCCO1 (stereo not given)	6	?	-8	4	1	0.7	?	109	17
Cc1cccc2c1NC1(CCCC1)CC2C (stereo not given)	8	95	4	4	1	-3.6	97	105	10
CCOC(=O)C1CCCN(c2nc3ccccc3nc2C(C#N)C(=O)OCCOC)C1 (stereo not given)	7	93	4	1	0	0.4	96	114	-4
COc1ccc(/C=N/NC(=O)C(=O)N2CCCC2)cc1	2	102	-5	4	0	-0.5	103	106	12
CN(C)S(=O)(=O)c1cccc(NC(=O)c2ccc3c(c2)OCCO3)c1	5	90	4	4	0	-1.5	90	119	7
O=S(=O)(Nc1cc(Cl)ccc1-n1cncn1)c1ccccc1Cl	7	95	3	1	3	.	95	123	-4
CCN(CC)C(=O)Cn1c(=O)n(Cc2ccc(F)cc2)c(=O)c2sccc21	0	100	6	9	0	1.5	97	106	11
O=C(Nc1ccccc1)OCN1C(=O)c2ccccc2C1=O	3	93	3	1	4	1.5	97	95	11
CN(C)c1ccc(C=NCCc2ccc(S(N)(=O)=O)cc2)cc1	8	102	1	1	0	2.4	97	82	1
Fc1cc2[nH]cnc2cc1Cl	4	100	-4	-6	2	-2.8	100	97	2
COc1ccc(S(=O)(=O)NC(CC(=O)NCCc2ccccc2)c2ccco2)cc1 (stereo not given)	23	95	10	-5	3	-0.7	103	116	-2
C/C(CC(=O)NC1CCCC1)=N\NC(=O)Cc1csc(N)n1	-1	103	1	-1	.	-1.2	98	87	7
Cc1cc(C(=O)Nc2c(F)cc(F)cc2Br)cs1	-4	103	2	-5	0	-0.4	102	112	-12
CCn1nc(C)c(/C=C/C(=O)Nc2ccc(C)cc2C)c1C	-2	102	-7	0	0	2.1	98	105	-30
COc1cc(-c2nc(-c3cccc(C)c3)no2)cc(OC)c1OC	2	96	2	-3	0	0.6	91	90	6
CCN(Cc1ccccc1)C(c1ccccn1)c1nnnn1C(C)(C)CC (stereo not given)	1	98	-1	4	1	0.6	104	109	0
CCCCC(=O)N1CCN(c2nc3ccc(Cl)cc3s2)CC1	8	93	2	4	0	-1.1	93	118	13
COc1ccc(CNc2nc(-c3cccnc3)nn2C(C)=O)cc1	2	108	0	-4	0	-0.1	106	86	-5
NC(=O)c1cc([N+](=O)[O-])ccc1N1CCN(Cc2ccccc2)CC1	0	104	2	-1	0	-0.9	103	102	-4
COc1ccc(C(CNC(=O)C2CC(=O)N(Cc3ccc(C)cc3)C2)N(C)C)cc1 (stereo not given)	6	106	5	3	0	-0.2	109	93	16
CCc1ccc(NC(=O)COc2coc(CN3CCc4ccccc4C3)cc2=O)cc1	-3	97	4	9	0	3.0	105	104	3
CN(c1ccc(OC(=O)CC2OC(=O)c3ccccc32)cc1)S(=O)(=O)c1ccccc1 (stereo not given)	-2	92	-7	1	2	.	99	113	15
c1cncc(C(c2nnnn2C2CCCCC2)N2CCCCC2)c1 (stereo not given)	8	?	5	2	0	1.0	22[may fluoresce violet]	115	12

Compounds above containing a thiophene ring, fused or not:
SMILES	Bcl-xL primary	CIT2 TOR yeast	MCL1-BIM inh	GLD-1 TGE inh	GRK2 aptamer HTS	MEX-5 binding	AGP1-GFP MLPCN	CR mimetic SO	VLA-4 inh
Cc1sc(NC(=O)c2ccco2)c(C(c2ccc(F)cc2)N2CCN(C)CC2)c1C (stereo not given)	0	94	-4	-8	1	2.1	95	108	11
CCN(CC)C(=O)Cn1c(=O)n(Cc2ccc(F)cc2)c(=O)c2sccc21	0	100	6	9	0	1.5	97	106	11
Cc1cc(C(=O)Nc2c(F)cc(F)cc2Br)cs1	-4	103	2	-5	0	-0.4	102	112	-12
